HSF1 inh = HSF1 inhibitors in luciferase reporter cells, primary screen, cell-based, NIH3T3, luminescence. 300,000 tested, 0.77% active. NIH3T3-HGL HSE-luciferase, MG132-induced, luminescence 8 h; hits give low values. activity change, negative = inhibition, % at 7.5 µM (by protocol);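 active = more than half of replicate wells show activity change below -50%, luminescence cut by over half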;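 also: luciferase reports HSF-1 transcriptional activity via heat shock element; 0% = median of DMSO wells and -100% = zero luminescence signal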
GSK3beta inhib = human GSK3beta kinase inhibitors, primary screen, biochemical, cell-free homogeneous, HTS; 300,000 tested, 0.038% active; activity score (negative = inhibition), % at 10 µM; AID 2097, 2009; Glycogen synthase kinase-3 beta (Homo sapiens), P49841; GST-GSK3beta kinase, ADP-Glo luminescence, 60 min; hits give low values;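 active = more than half of replicate wells score below -50%, meaning over 50% inhibition versus plate controls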;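 also: 0% = median DMSO wells and -100% = median GW8510 positive control wells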
Target sequence (P49841 whole entry, looked up): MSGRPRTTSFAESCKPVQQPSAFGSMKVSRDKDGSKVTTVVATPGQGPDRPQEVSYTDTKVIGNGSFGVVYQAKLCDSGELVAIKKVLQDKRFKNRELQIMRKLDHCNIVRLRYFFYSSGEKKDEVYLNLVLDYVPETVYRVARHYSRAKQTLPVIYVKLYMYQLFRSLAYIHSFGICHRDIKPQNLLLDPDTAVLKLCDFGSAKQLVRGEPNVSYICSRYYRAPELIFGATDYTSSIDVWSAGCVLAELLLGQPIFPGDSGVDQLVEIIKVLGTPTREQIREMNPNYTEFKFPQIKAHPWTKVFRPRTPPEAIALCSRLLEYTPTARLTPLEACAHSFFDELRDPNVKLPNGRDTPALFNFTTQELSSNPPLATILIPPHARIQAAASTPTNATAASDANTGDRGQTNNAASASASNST
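Test system: GST-fused GSK3beta enzyme, cell-free | Quantity: 1.6 ng GST-GSK3beta enzyme per well | Reagent: 25 µM ATP with peptide substrate | Schedule: 60 min enzyme reaction, room temperature | Signal: Luminescent ADP-Glo measurement of ADP formed | Read-out basis: Score relative to plate controls | Control set: DMSO and 20 µM GW8510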
HDAC3 inhib = HDAC3 deacetylase inhibitors, primary screen, biochemical, fluorescence, cell-free homogeneous; recombinant HDAC3, fluorogenic peptide/trypsin coupled; inhibition, % at 8.3 µM; 320,000 tested, 0.15% active; in the data active = inhibition above about 26%, passing the limit was not always enough
Target sequence (O15379 whole entry, looked up): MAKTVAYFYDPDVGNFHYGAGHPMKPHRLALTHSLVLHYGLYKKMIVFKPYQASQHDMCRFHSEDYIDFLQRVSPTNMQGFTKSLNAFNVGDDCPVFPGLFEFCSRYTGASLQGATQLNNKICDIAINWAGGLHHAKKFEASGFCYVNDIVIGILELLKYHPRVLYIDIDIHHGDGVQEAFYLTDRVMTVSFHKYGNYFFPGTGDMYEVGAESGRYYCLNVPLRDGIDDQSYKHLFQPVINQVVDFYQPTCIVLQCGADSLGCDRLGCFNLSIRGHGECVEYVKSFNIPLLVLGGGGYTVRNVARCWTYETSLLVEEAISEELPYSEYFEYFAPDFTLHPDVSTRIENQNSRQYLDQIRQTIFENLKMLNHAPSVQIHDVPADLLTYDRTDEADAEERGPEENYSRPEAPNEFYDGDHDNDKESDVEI
HSP90 inh = HSP90 inhibitors, primary screen, cell lysate, luminescence; Heat shock protein HSP 90 (rabbit reticulocyte lysate; luciferase refolding); Rabbit reticulocyte lysate, luciferase refolding luminescence, 3 h; inhibition, % at 5.6 µM; 290,000 tested, 0.91% active; AID 1789, 2009;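 active = inhibition above the screen-wide mean plus 3 SD, computed separately per campaign, cut at about 16% in these data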;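 also: 0% = DMSO wells and 100% = 60 µM geldanamycin wells; inhibitors lower the luminescence because luciferase stays unfolded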
GSK3A inh = blockers of GSK3A enzyme activity – biochemical, luminescence, cell-free homogeneous, HTS, primary screen | inhibition, % at 10 µM | 320,000 tested, 0.1% active | Glycogen synthase kinase-3 alpha (Homo sapiens), P49840 | GSK-3 alpha kinase, ADP-Glo luminescence, 60 min | AID 2650, 2010;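 in the data active = inhibition above about 50%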;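 also: GST-tagged GSK-3 alpha with peptide substrate and 25 µM ATP; 0% = DMSO neutral wells and 100% = GW8510 positive control wells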
Dyrk1A ADPGlo = rat Dyrk1A kinase inhibitors, primary screen, biochemical, single point, plate reader. Dual specificity tyrosine-phosphorylation-regulated kinase 1A (Rattus norvegicus), Q63470. ADP-Glo luminescence, NFATc1 peptide. inhibition, % at 12.5 µM. 310,000 tested, 0.43% active. AID 504441, 2011; in the data active = inhibition above about 50%;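 also: plate controls were vehicle with enzyme for no effect and no enzyme for full effect; many of its hits are not listed in these tables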
PolyA inhibitor = polyadenylation inhibitors in yeast reporter cells, primary screen, luminescence, S. cerevisiae. calls only at 12 µM. S. cerevisiae SKY197-pL101 polyadenylation reporter, beta-gal luminescence; efflux-impaired pdr1/pdr3 knockout yeast; score 100 = 6 SD above DMSO. 300,000 tested, 0.02% active;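 active = lowest replicate activity score at least 50, where 100 means six control SD above control mean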;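 also: yeast exposed to compound for 9 h at 30 °C; higher score means more reporter readthrough which indicates perturbed polyadenylation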
AI-2 QS mod = Vibrio harveyi AI-2 quorum sensing modulators, primary screen, JMH597 strain, luminescence/OD600 ratio. 300,000 tested, 0.4% active. Vibrio harveyi JMH597 AI-2 luminescence/OD600 ratio, 9 h; hits give low values; strain lacks LuxN and CqsS sensors; 0 = neutral-control median. activity change, % at 7.5 µM; in the data active = activity change below about -75%, passing the limit was not always enough;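 also: luminescence divided by OD600 gain over 9 h not by final OD600 alone; inactives centre near 13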
Platelet DG rel = inhibitors of platelet dense granule secretion, primary screen, cell-based, MLPCN, human platelets; human platelet-rich plasma, SFLLRN dense granule ATP release, luminescence; inhibition, %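 (compounds screened at 7.5 µM in platelet-rich plasma)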; 300,000 tested, 0.22% active;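 active = mean replicate score, as percent of positive control, at or above 50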
HSF1 activator = HSF-1 activators, primary screen, NIH3T3-HGL cells, MG132 stress, luminescence, single point. NIH3T3-HGL HSF-1 luciferase reporter, 8 h; 100% = twice DMSO control signal. activation, % at 9 µM. 300,000 tested, 1.7% active;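 active = mean replicate activation of at least 50% with a set share of replicates each reaching 50%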;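 also: 0% = median of the neutral control wells and 100% = twice that signal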
The depositor's hits bear a star; i = inactive; nt = not tested or not shown. Not all compounds are listed. The share of hits here may be higher or lower than overall.

SMILES	HSF1 inh	GSK3beta inhib	HDAC3 inhib	HSP90 inh	GSK3A inh	Dyrk1A ADPGlo	PolyA inhibitor	AI-2 QS mod	Platelet DG rel	HSF1 activator
CN(C)C(=O)CSc1nnc([C@H](Cc2c[nH]c3ccccc23)NC(=O)OC(C)(C)C)o1	7	0	-3	nt	1	-5	i	19	0	2
CCc1cc2c(=O)[nH]cnc2s1	0	0	-2	1	2	20	i	8	1	-18
Clc1ccc2nc(CN3CCCCC3)cn2c1	-4	-2	3	1	-2	0	i	30	-2	13
Cc1ccc(CNC(=O)C2CCCN(S(=O)(=O)c3c(C)[nH]c(=O)[nH]c3=O)C2)cc1 (centres undefined)	-3	0	4	1	-3	-3	i	63	-9	-11
O=C(O)Cc1sc(-c2ccc(Cl)cc2)nc1-c1ccccc1	-17	-2	2	-3	-2	8	i	5	1	-34
COc1cc(CN(CC2CCCO2)C(=O)c2cccs2)cc(OC)c1OC (centres undefined)	1	1	nt	-1	nt	-7	i	19	-1	-4
CCN(CC)Cc1cc(C(=O)O)c(-c2ccccc2)o1	-4	1	-4	-1	2	4	i	16	0	6
Cc1ccc(-c2cc(-c3ccc(C)o3)nc(N)c2C#N)cc1	1	-1	-6	2	nt	6	i	17	1	10
COc1cc(-c2nc3ccc(C)cn3c2Nc2ccc3c(c2)OCCO3)ccc1O	21	-2	-46	-8	2	2	i	18	7	12
COc1ccccc1NC(=O)NC1(C(=O)NCC2CCCO2)CCCCC1 (centres undefined)	0	4	-1	-2	0	10	i	4	11	-24
O=C(Nc1c(-c2ccccc2)nc2ccccn12)c1ccco1	-5	-3	4	4	0	5	i	7	-4	-5
CS(=O)(=O)Nc1ccc2c(c1)ncn2CCc1ccccc1	-2	3	0	1	-3	0	i	30	1	5
O=C(O)c1ccn2c(C(=O)c3ccc(Cl)cc3)c(-c3ccccc3)cc2c1	7	2	5	-9	-5	nt	i	42	-1	-2
CC(=O)c1ccc(N2CCN(CC(=O)Nc3cc(C)on3)CC2)cc1	0	-3	-6	0	-1	-1	i	27	10	7
N#Cc1cccc(CN2C=NS(=O)(=O)c3ccccc32)c1	1	-3	-6	2	0	nt	i	13	2	-5
CC(=O)NC1CC2CCCC(C1)N2S(=O)(=O)c1ccccc1 (centres undefined)	-25	-1	2	-3	nt	-3	i	6	2	-44
O=S(=O)(NN=C1CCCCCCC1)c1ccc(Br)cc1	-3	2	5	0	-1	-4	i	21	-2	-21
COc1cc2c(cc1OC)C(C)N(C(=S)NC(=O)c1ccccc1)CC2 (centres undefined)	-9	2	9	3	-1	-4	i	14	1	5
O=C(CSc1nc2ccc(Cl)cc2[nH]1)Nc1ccc2c(c1)CCC2	-5	-2	-7	2	-2	-5	i	-25	-3	-8
N#Cc1c(NC(=O)/C=C/c2ccco2)sc2c1CCCC2	16	4	-2	-1	0	1	i	43	28	11
CC(C)(C)OC(=O)N/N=C\C=C\c1ccc2c(c1)OCO2	35	1	10	1	1	0	i	28	9	56*
Cc1nnc(N2C(=O)C(=O)/C(=C(\O)c3ccc4c(c3)CC(C)O4)C2c2ccccc2)s1 (centres undefined)	-30	3	3	26*	9	-5	i	16	22	-42
Cc1cccc(C(=O)NCC(=O)NC(C)c2ccc(-n3ccnc3)cc2)c1 (centres undefined)	-7	0	-6	nt	-1	-14	i	7	-1	8
CCOc1cc(/C=C/C(=O)O)ccc1OCCO	-5	-4	-7	1	-2	-1	i	-20	5	-8
Cc1nc2c(nnn2Cc2ccccc2Cl)c(=O)[nH]1	8	0	4	4	3	-3	i	-3	4	-4
CC1CC=C2C(C#N)=C(N)C(C#N)(C#N)C(c3cccs3)C2C1 (centres undefined)	27	-21	1	2	13	6	i	5	-6	20
CCN(CC)CCNC(=O)/C(=N\O)c1ccccn1	-7	0	2	0	-1	-7	i	-6	5	-10
CC(C)CCNC(=O)C1CC(c2ccccc2[N+](=O)[O-])=NO1 (centres undefined)	10	1	-2	nt	1	8	i	1	7	-5
Clc1ccc2c(N3CCCC3)ccnc2c1	6	-6	5	1	-1	3	i	14	4	-6
COC(=O)[C@H](C)NC(=O)Nc1ccccc1F	-3	3	-5	4	-1	-3	i	10	23	0
CCC(=O)NC(Nc1ncc(C)s1)(C(=O)OC)C(F)(F)F (centres undefined)	-4	-1	-6	0	0	11	i	8	0	8
Cc1c(NCc2cc(Cl)cc(Cl)c2O)c(=O)n(-c2ccccc2)n1C	2	-2	-4	5	-1	3	i	15	6	7
C/C(CC(=O)NCc1ccco1)=N\NC(=O)Cc1ccc(-c2ccccc2)cc1	0	0	-2	-2	-1	-2	nt	4	16	20
COCCNC(=S)N/N=C/c1ccccc1C(=O)O	-1	2	4	3	3	-4	i	-6	8	-23
COc1ccc(/C(N)=N/OC(=O)COc2ccccc2Cl)cc1	32	3	-1	-2	8	-2	i	22	-10	58*
CC(=O)c1cc(Cc2csc(C(C)=O)c2)cs1	3	1	3	3	-1	2	i	-27	3	26

Overlap with the part before: 4 entries, followed by the next part.
SMILES	HSF1 inh	GSK3beta inhib	HDAC3 inhib	HSP90 inh	GSK3A inh	Dyrk1A ADPGlo	PolyA inhibitor	AI-2 QS mod	Platelet DG rel	HSF1 activator
C/C(CC(=O)NCc1ccco1)=N\NC(=O)Cc1ccc(-c2ccccc2)cc1	0	0	-2	-2	-1	-2	nt	4	16	20
COCCNC(=S)N/N=C/c1ccccc1C(=O)O	-1	2	4	3	3	-4	i	-6	8	-23
COc1ccc(/C(N)=N/OC(=O)COc2ccccc2Cl)cc1	32	3	-1	-2	8	-2	i	22	-10	58*
CC(=O)c1cc(Cc2csc(C(C)=O)c2)cs1	3	1	3	3	-1	2	i	-27	3	26
COc1cccc(C(=O)N=c2sc3cc(S(C)(=O)=O)ccc3n2C)c1	22	-6	-13	1	-1	3	i	30	0	31
Cc1ccc(N(Cc2cc(=O)[nH]c3ccccc23)C(=O)CCl)c(C)c1	10	-1	-7	-1	5	-2	i	0	-2	22
CCCC[C@@H]1C[C@H]1[C@@H](NC(=O)c1ccco1)c1ccc(Cl)cc1	-82*	3	9	-1	0	nt	i	18	2	-84
CC(=O)C1=C(C)OC(N)=C(C#N)C1c1ccncc1 (centres undefined)	-7	-2	0	-2	3	4	i	5	-1	-15
Cc1csc2ncnc(NC3CCN(Cc4ccccc4)CC3)c12	1	-1	-5	0	5	4	i	24	-8	11
CN1/C(=C/C(=S)NC(=O)C2(C)CC2(Cl)Cl)C(C)(C)c2ccccc21 (centres undefined)	-3	0	5	-1	0	0	i	16	-7	-16
CC(C)[C@H](NC(=O)[C@@H]1CSC2c3ccccc3C(=O)N21)C(=O)NC1CCCCC1 (some centres undefined)	2	0	3	-3	0	-3	i	16	-1	-2
CC(NC(=O)c1ccc(F)cc1)C(=O)NC1=NCCS1 (centres undefined)	-4	-3	4	0	-1	2	i	-13	4	4
COc1ccc(NS(=O)(=O)c2ccc(-c3cnc(C4CC4)o3)cc2)cc1OC	5	-2	-3	3	1	-3	i	1	21	7
CCC1CCc2c(sc(NC(C)=O)c2C#N)C1 (centres undefined)	0	0	3	-7	-3	-8	nt	-1	3	9
Cc1cccc(C)c1NC(=O)CNC(=O)C1CC(=O)N(Cc2ccccc2)C1 (centres undefined)	-4	-1	nt	nt	nt	13	i	13	9	-15
NC(=O)C1CCN(Cc2nc(-c3cccs3)no2)CC1	15	4	-4	-1	-2	nt	i	-3	-9	11
COc1ccc(OC)c2c1sc(=NC(=O)C1CCCCC1)n2C	1	-1	nt	-3	-2	-1	i	5	5	9
Cc1ccc(NC(=O)/C=C2\NC(=O)CS2)cc1	5	-2	3	4	2	3	i	3	-2	33
CCOc1ccc(CC2S/C(=N/N=C/c3ccco3)NC2=O)cc1 (centres undefined)	-2	-1	8	-2	-8	-1	i	12	-1	15
COc1cc([C@H](Cc2ccccc2)NC(C)=O)oc(=O)c1	5	3	1	-1	5	2	i	15	-3	8
Cc1ccc(Cc2cnc(NC(=O)C3CCCO3)s2)cc1 (centres undefined)	23	-29	3	8	33	13	i	-62	6	22
Cc1ccc2cccc(S(=O)(=O)Nc3c(C)n(C)n(-c4ccccc4)c3=O)c2n1	-2	1	9	2	-1	1	i	16	6	-15
N=c1c(C(=O)NC2CCCCC2)cc2c(=O)n3ccccc3nc2n1Cc1ccco1	5	1	-21	12	1	1	i	25	8	0
CCCc1cc(=O)[nH]c(SCC(=O)N2CCC(C)CC2)n1	-4	2	-4	-1	-2	-1	i	78	-3	-1
Cc1nc(SCc2ccccc2)c([N+](=O)[O-])[nH]1	-1	2	nt	1	nt	0	i	13	14	8
C=CCn1c(SCc2cccc(OC)c2)nnc1-c1ccncc1	1	-1	6	1	1	5	i	11	nt	-2
CCN(CC)c1ccc(S(=O)(=O)N2CCOCC2)cc1NC(=O)CN1C(=O)NC2(CCCC2)C1=O	-5	2	0	-3	-3	-2	i	28	13	1
COc1cc(NS(=O)(=O)c2ccc(C)cc2)c2ncccc2c1	-81*	1	0	6	-1	1	i	2	0	-83
COC(=O)c1cc(=O)nc2sc(-c3cccs3)nn12	-1	1	-2	1	-1	3	i	31	3	-8
O=C(Nc1ccc2c(c1)nc1n2CCOC1)C1CCCCC1	3	3	4	-1	-1	-3	i	0	-3	22
COc1ccc(C(Nc2ccc(S(=O)(=O)N3CCOCC3)cc2)C(=O)NCCC(C)C)cc1OC (centres undefined)	-4	0	1	-4	0	-1	i	12	10	-9
O=C(CSc1nnc(CNC(=O)c2c(F)cccc2Cl)o1)Nc1ccc2c(c1)OCO2	-8	4	-2	7	0	-8	i	37	7	-7
CCOC(=O)c1cccc(-n2c(C)nc3ccccc3c2=O)c1	-1	-1	0	-4	-3	2	i	3	17	0
Clc1cccc(N/N=C/c2ccncc2)c1	-9	1	3	-4	5	17	i	6	-6	-3
CCCn1cc(C(CC(=O)O)C(=O)O)c2ccccc21 (centres undefined)	5	0	4	0	0	-17	i	-1	-3	30
Cc1ccc(OCC(=O)NNC(=O)C2CCN(c3ncnc4sc(C)c(C)c34)CC2)cc1	-6	nt	3	nt	4	8	i	nt	-2	-1
NC(=O)c1c(N)sc2c1CCCC2	0	-10	-3	-4	12	-4	i	10	3	-16

Screening results deposited in PubChem BioAssay by several laboratories.
